TDP1 inh: qHTS Assay for Inhibitors of Tyrosyl-DNA Phosphodiesterase (TDP1). recombinant TDP1, AlphaScreen DNA substrate cleavage. Potency, µM (highest dose often 130 µM), inactives show at the highest dose activity change, negative = inhibition, usual class: inhibitors. actives 0.28% (n = 350,000). AID 485290, 2010; also: nearly all actives have a fitted effect of over 40% in size
Target sequence (Q9NUW8 whole entry, looked up): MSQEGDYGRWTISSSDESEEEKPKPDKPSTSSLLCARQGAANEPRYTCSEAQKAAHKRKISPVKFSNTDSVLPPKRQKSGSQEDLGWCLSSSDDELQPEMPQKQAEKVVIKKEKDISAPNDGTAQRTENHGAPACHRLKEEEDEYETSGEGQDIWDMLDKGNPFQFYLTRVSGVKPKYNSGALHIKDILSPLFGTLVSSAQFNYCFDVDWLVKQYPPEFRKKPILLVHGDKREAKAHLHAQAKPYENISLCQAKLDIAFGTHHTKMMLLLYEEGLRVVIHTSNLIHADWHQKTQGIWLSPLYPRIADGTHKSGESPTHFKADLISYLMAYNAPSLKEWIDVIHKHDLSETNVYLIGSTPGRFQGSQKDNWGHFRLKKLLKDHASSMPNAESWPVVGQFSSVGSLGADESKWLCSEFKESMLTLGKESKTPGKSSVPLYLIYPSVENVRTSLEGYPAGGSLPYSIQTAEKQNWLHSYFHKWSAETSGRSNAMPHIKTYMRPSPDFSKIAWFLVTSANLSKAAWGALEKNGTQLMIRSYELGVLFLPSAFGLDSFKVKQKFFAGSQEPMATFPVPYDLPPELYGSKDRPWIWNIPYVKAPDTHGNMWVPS
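E. coli-derived human Tdp1, 1 nM final. Cpd preinc 15 min RT; substrate 15 nM final, 5 min RT; AS bead mix 10 ug/ml final, 10 min RT. Signal loss = tyrosine-FITC cleavage. No-enzyme wells = max signal.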
KAT2A inh: qHTS Assay for Inhibitors of GCN5L2; GCN5L2 HAT assay, ThioGlo1 CoA-SH fluorescence; Potency, µM (doses to about 58.9 µM), for inactives: at the top dose activity change, negative = inhibition, actives largely listed as inhibitors; actives 0.21% (n = 390,000); AID 504327, 2011
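Fluorescence readout, Ex340nm/Em540nm: ThioGlo1 (50uM final) reacts with free CoA thiol released as 20nM GCN5L2 acetylates H3(1-25) peptide (75uM) using acetyl-CoA (70uM). Compound and enzyme sat 15 min beforehand; 20 min room-temperature reaction.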
DT40 TDP1 no CPT: qHTS for Inhibitors of human tyrosyl-DNA phosphodiesterase 1 (TDP1): qHTS in cells in absence of CPT. Potency, µM (highest dose often 46.2 µM), without a hit: at the highest dose activity change, negative = growth inhibition, actives largely listed as inhibitors. actives 15% (n = 420,000). DT40 Tdp1-/- hTDP1 cells, no CPT, ATP luminescence, 48 h. AID 686978, 2013; also: nearly all actives have a fitted effect of over 55% in size
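Luminescent ATP content (CellTiter-Glo) served as the growth readout. Knockout chicken DT40 cells expressing human TDP1 were exposed to compounds without camptothecin for a minimum 48 hr at 37 °C.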
Starred values were filed as active, the others as inactive; ? = inconclusive; . = not tested or not shown; [ ] = another dose, or the depositor's remark. Calls follow the shape of the dose curve; as a rule, active = well fitted curve in the direction sought with a large enough effect; inconclusive = small, poorly fitted or top-dose-only effect, or another doubt; inactive = no such curve, though single readings can be large; an effect the other way counts as inactive or inconclusive. % is scaled to controls: 0 for no effect and ±100 for the full control effect; potency is read from the fitted curve at half-maximal effect. Not all compounds are listed; count on the stated rates, not on these rows.

SMILES	TDP1 inh	KAT2A inh	DT40 TDP1 no CPT
O=C(Nc1ccccc1C(=O)N1CCCC1)c1cccc(S(=O)(=O)N2CCCCCC2)c1	5.4%	-1.6%	?
COc1cc(C(=O)Nc2ccc3c(c2)nc(C)n3C)cc(OC)c1OC	.	-5.4%	3.26µM*
Cc1ccc(C(=O)OCC(=O)c2c[nH]c3ccccc23)cc1S(=O)(=O)N1CCOCC1	-2.3%	-3.9%	?
O=C(O)c1ccccc1SCc1cn2cc(Cl)ccc2n1	-5.4%	3.8%	-11.1%
CC[C@]12c3[nH]c4cc(-c5ccco5)ccc4c3CCN1C(=O)[C@@H](CC(=O)NCc1ccc(OC)c(OC)c1)C[C@@H]2C(=O)N1CCN(C(=O)c2ccco2)CC1	2.6%[56.1 µM]	-9.5%	?
Cc1cccc(-c2nc3nc(C)cc(NCc4ccccc4Cl)n3n2)c1	4.1%	-2.2%	.
Cc1sc2ncnc(SCC(=O)NC(C)(C)C)c2c1C	-2.8%	-1.1%	?
O=C(N/N=C/c1ccccn1)c1ccc([N+](=O)[O-])cc1Cl	.	-7.4%	-19.5%
O=C(CSc1nccn1C1CCCC1)Nc1cccc(F)c1	4.4%	-3.5%	-21.1%
COc1ccccc1NCCC(=O)OCC(=O)Nc1cc([N+](=O)[O-])ccc1F	5.8%	-5.0%	4.7%
O=c1[nH]c2ccccc2nc1-c1c[nH]c2ccccc12	.	-10.4%	-0.3%
Cc1nc(C)c(C(=O)N/N=C/c2cc(Br)ccc2O)s1	.	32.3%[activator]	3.66µM*
CCCCNC(=O)COC(=O)c1cc(F)c(F)cc1Cl	1.9%	-1.0%	-8.5%
CC(C)c1ccc(S(=O)(=O)N2CCN(C(=O)c3ccc(N4CCCC4)c([N+](=O)[O-])c3)CC2)cc1	5.3%	3.0%	?
CCn1nc(C(=O)OCC(=O)c2ccc(F)cc2)c2ccccc2c1=O	1.2%	-7.2%	2.9%
O=C(NCc1ccc(F)cc1)c1ccc(Cn2c(SCc3ccc(F)cc3)nc3cccnc32)cc1	1.0%	2.6%	?
COc1cccc(C(=O)NNC2OC(CO)C(O)C2O)c1 (centres undefined)	-1.8%	-7.0%	-2.2%
COc1ccc(C(=O)OCC(=O)NC(C)CCc2ccccc2)c(OC)c1 (centres undefined)	.	-0.6%	7.5%
O=C(c1cccs1)N(Cc1ccco1)Cc1cc2ccccc2[nH]c1=O	4.0%	-9.9%	?
COc1ccc(S(=O)(=O)O/N=C2\CCCc3ccccc32)cc1	-3.9%	-4.7%	-3.3%
CCOc1ccc(S(=O)(=O)N2CCCCC2)cc1NC(=O)CN1CCCC1c1cccs1 (centres undefined)	1.0%[56.1 µM]	-12.4%	2.06µM*
CC1(C)CC(=O)c2sc(N3CCCCC3)nc2C1	7.7%	-7.3%	-13.2%
O=C(CCS(=O)(=O)c1ccccc1)Nc1ccccc1F	2.4%	-15.6%	26.7%
COC(=O)c1ccc(CNS(=O)(=O)c2ccc3ccccc3c2)cc1	-18.7%	-6.3%	-17.1%
CC(=O)c1c(C)[nH]c(C(=O)Nc2ccc(C)c(S(=O)(=O)Nc3ccc(C)cc3C)c2)c1C	6.2%	-26.3%	?
Additional compounds follow.
SMILES	TDP1 inh	KAT2A inh	DT40 TDP1 no CPT
Cc1cccc(NC(=O)C(=O)NCc2ccc3c(c2)OCO3)c1C	2.5%	34.8%[activator]	-6.7%
Cc1ccc2oc(=O)cc(CN3CCOCC3)c2c1	2.9%	-0.1%	-23.2%
Cc1cccc(Oc2cc(NC(=O)c3ccccc3)cc([N+](=O)[O-])c2)c1	5.9%	-19.4%	?
Cc1ccnc(NC(c2ccccc2O)c2oc(CO)cc(=O)c2O)c1 (centres undefined)	-1.2%	-18.1%	-12.4%
O=C(Nc1ccc([N+](=O)[O-])cc1)c1cccc(S(=O)(=O)Nc2ccccn2)c1	1.1%	-0.1%	?
COCCN(Cc1cc2cc(C)c(C)cc2nc1Cl)C(=O)Nc1ccccc1	5.6%	-2.3%	?
O=C(Oc1ccccc1)N(c1ccccc1)c1ccccc1	.	-6.6%	6.0%
CCN(CC)C(=O)c1ccc2c(c1)nnn2C	2.7%	0.1%	16.8%
C/C(=N\NC(=O)c1c(Br)c(C)nn1C)c1ccc(NC(=O)c2ccoc2C)cc1	6.3%	-0.6%	23.1µM*
CC(=O)Oc1ccc(OC(C)=O)c(SCCCCCCl)c1	-13.2%	-7.6%	2.91µM*
COc1cc(NC(=O)c2ccc(F)cc2)c(OC)cc1NC(=O)CN1CCCCC1	4.8%	-8.7%	16.4µM*
COc1ccc(OCc2cc(C(=O)N(C)Cc3cc(C4CC4)n[nH]3)no2)c(Cl)c1	4.1%	-11.2%	?
COC(=O)c1sc(NC(=O)C(C)C)c(C(=O)OC)c1C	-6.8%	1.6%	-7.3%
O=C(CCC(=O)Nc1ccc(F)cc1)N/N=C/c1c[nH]c2ccccc12	-0.5%	-7.3%	-24.1%
CCOc1ccccc1N(CC(=O)NC1CCCC1)C(=O)CCC(=O)Nc1cc(C)on1	0.0%	-7.6%	-3.9%
N#Cc1ccc(CSc2nnc(-c3cccnc3)n2-c2ccccc2)cc1	-4.0%	2.6%	-26.9%
CC(C)(C)C(O)C(Cc1ccccc1Cl)n1cncn1 (centres undefined)	.	-8.9%	12.7%
O=C(Nc1ccc(-c2nnc(-c3ccco3)o2)cc1)C(c1ccccc1)c1ccccc1	5.6%	-9.3%	8.2µM*
CCn1cc(-c2cc(C(=O)O)on2)c(C)n1	0.0%	0.0%	4.2%
COc1ccc(NC(=O)C(c2ccc(Cl)cc2)C(C)C)cn1 (centres undefined)	2.0%	-6.0%	-15.9%
Cn1cc(CNC(=O)C2CCC(=O)N(Cc3ccc(Cl)cc3)C2)cn1 (centres undefined)	0.8%	-3.2%	12.1%
CS(=O)(=O)Nc1ccc(N2CCCCC2)c(Cl)c1	8.0%	?	?
COc1ccc(NC(=O)c2ccc3c(c2)N(Cc2cccc(Cl)c2)C(=O)c2ccccc2S3(=O)=O)cc1Cl	3.8%	-2.9%	.
Cc1ccc(OCCSc2nc3ccccc3n2CC(=O)O)cc1	.	-1.1%	1.8%
O=C(NC1CCCC1)c1noc2c1CCCCC2	2.0%	1.1%	-24.9%
More records follow:
SMILES	TDP1 inh	KAT2A inh	DT40 TDP1 no CPT
CC(C)N(C(=O)Cn1cc(S(=O)(=O)CC(=O)Nc2ccccc2)c2ccccc21)C(C)C	6.3%	-8.8%	-28.5%
Cc1ccc2nc(N3CCN(c4ccccc4)CC3)c3nnnn3c2c1	-2.8%	3.1%	-18.2%
N#Cc1c2n(c3c(N)ncnc13)CCCCC2	.	-3.7%	-23.0%
CCCCCCCCCCOC(=O)Cn1c(COc2ccccc2OC)[n+](C)c2ccccc21	5.4%	-13.0%	1.3µM*
Nn1c(Cc2ccccc2F)n[nH]c1=S	1.6%	-7.3%	-5.4%
COc1cccc(/C=N/Nc2nc3ccccc3n3cnnc23)c1O	8.3%	0.3%	5.8µM*
CSc1ccccc1OCc1cc(C(=O)N(C)C(C)c2ccccn2)no1 (centres undefined)	3.8%	-4.1%	-19.9%
Cc1c(OCC(=O)N2CCC(C(N)=O)CC2)ccc2c1oc(=O)c1ccccc12	.	-9.6%	?
Cc1ccccc1C(=O)Nc1ccnn1C1CCN(Cc2c(C)n(C)c3ccccc23)CC1	.	-12.2%	-13.1%
COc1ccc(C2NC(=S)NC3=C2CCc2cc(OC)ccc23)cc1 (centres undefined)	10.1%	-12.6%	?
O=C(NN=C1CCCC1)c1cccc(Br)c1	4.0%	0.0%	-1.2%
CCOc1cccc(C(=O)NC2=NCCS2)c1	.	-17.4%	1.8%
Cc1[nH]c2ccccc2c1/C=C(\C#N)C(=O)NC(C)c1ccccc1 (centres undefined)	0.0%	-4.7%	-28.0%
Cc1cccc(Cn2c(C)c(CNC3CCCCCC3)c(C(=O)O)c2C)c1	0.0%	3.5%	-19.3%
O=C(CCCCCn1c(=O)[nH]c2ccsc2c1=O)NCc1cccs1	1.1%	-4.3%	-23.1%
Cn1nnnc1SCC(=O)Nc1ccccn1	.	-0.7%	5.2%
CC(=O)N1N=C(c2ccc(C)cc2)CC1c1ccc2c(c1)OCO2 (centres undefined)	0.0%	-6.9%	?
Cn1c(SCC(=O)c2ccc(-c3ccccc3)cc2)nnc1-c1ccco1	0.0%	28.2µM*	25.9µM*
Cc1c(NS(=O)(=O)c2cccc(C(=O)Nc3cccc(F)c3)c2)c(=O)n(-c2ccccc2)n1C	.	-2.0%	?
O=C(COc1cccc2ccccc12)Nc1cc(Cl)ccc1C(=O)O	5.2%	-1.3%	-9.7%
CCOCCOC(=O)C1=C(C)N(C)C(=O)NC1c1ccccc1Cl (centres undefined)	4.8%	-0.4%	-23.5%
COc1ccc(CNC(=O)C(c2ccncc2)N(C(=O)Cc2cccs2)c2ccccc2)cc1 (centres undefined)	2.7%	-1.3%	?
CN(Cc1ccc(C(F)(F)F)cc1)C(=O)c1ccc(Oc2ccccc2)cc1	.	-17.3%	-10.2%
COc1ccc(COC(=O)C2=C(C)NC(=O)NC2c2ccc(O)cc2)cc1 (centres undefined)	.	-2.8%	?
c1ccc2nc3c(nc2c1)[nH]c1ccccc13	2.0%	-5.3%	?
CCN(C(=O)CSc1nc2nc(C)cc(C)n2n1)c1cccc(C)c1	5.9%	-0.4%	-10.0%
Cc1ccc(O)c(C2=NOC(O)(C(F)(F)F)C2)c1 (centres undefined)	5.1%	0.2%	-10.3%
CCCc1nc(-c2ccccc2O)n(-c2ccccc2)n1	0.0%	-11.6%	-28.1%
Cc1ccc(S(=O)(=O)Nc2ccc(Nc3ccccc3)cc2)cc1	.	-8.1%	?
Cc1cc(NC(=S)NC(=O)C2CC2)ccc1Br	2.7%	1.5%	?

Of the compounds above, 14 have a Cl atom.
SMILES	TDP1 inh	KAT2A inh	DT40 TDP1 no CPT
O=C(O)c1ccccc1SCc1cn2cc(Cl)ccc2n1	-5.4%	3.8%	-11.1%
Cc1cccc(-c2nc3nc(C)cc(NCc4ccccc4Cl)n3n2)c1	4.1%	-2.2%	.
O=C(N/N=C/c1ccccn1)c1ccc([N+](=O)[O-])cc1Cl	.	-7.4%	-19.5%
CCCCNC(=O)COC(=O)c1cc(F)c(F)cc1Cl	1.9%	-1.0%	-8.5%
COCCN(Cc1cc2cc(C)c(C)cc2nc1Cl)C(=O)Nc1ccccc1	5.6%	-2.3%	?
CC(=O)Oc1ccc(OC(C)=O)c(SCCCCCCl)c1	-13.2%	-7.6%	2.91µM*
COc1ccc(OCc2cc(C(=O)N(C)Cc3cc(C4CC4)n[nH]3)no2)c(Cl)c1	4.1%	-11.2%	?
CC(C)(C)C(O)C(Cc1ccccc1Cl)n1cncn1 (centres undefined)	.	-8.9%	12.7%
COc1ccc(NC(=O)C(c2ccc(Cl)cc2)C(C)C)cn1 (centres undefined)	2.0%	-6.0%	-15.9%
Cn1cc(CNC(=O)C2CCC(=O)N(Cc3ccc(Cl)cc3)C2)cn1 (centres undefined)	0.8%	-3.2%	12.1%
CS(=O)(=O)Nc1ccc(N2CCCCC2)c(Cl)c1	8.0%	?	?
COc1ccc(NC(=O)c2ccc3c(c2)N(Cc2cccc(Cl)c2)C(=O)c2ccccc2S3(=O)=O)cc1Cl	3.8%	-2.9%	.
O=C(COc1cccc2ccccc12)Nc1cc(Cl)ccc1C(=O)O	5.2%	-1.3%	-9.7%
CCOCCOC(=O)C1=C(C)N(C)C(=O)NC1c1ccccc1Cl (centres undefined)	4.8%	-0.4%	-23.5%

Assay outcomes (PubChem BioAssay)
